UHRF1 MBD2 ctr: UHRF1 methyl-DNA binding inhibition | Q96T88 | UHRF1 binding to methylated oligo, TR-FRET | inhibition, % at 4.4 µM | actives 0.75% (n = 370,000) | AID 687016; in the data active = inhibition above about 21%;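 also: UHRF1 SRA domain binding a hemimethylated CpG hairpin DNA probe; 0% = median of test compound wells and 100% = reference inhibitor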
TCR-CD3 inh: blocks the human TCR-CD3 interaction; TAMRA-labeled TCR probe fluorescence, biochemical; inhibition, % at 9.4 µM; actives 0.37% (n = 360,000); in the data active = inhibition above about 19%;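 also: recombinant mutant TCR 2C K166C tagged with TAMRA read by polarization; 0% = receptor in buffer alone and 100% = receptor with positive control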
PG9 Ab binder: small molecules binding HIV-1 gp120 antibody PG9; TR-FRET gp120-PG9 antibody binding; inhibition, % at 6.7 µM; actives 0.43% (n = 360,000); in the data active = inhibition above about 8.5%
mABHD4 FP: inhibits mouse alpha/beta hydrolase domain 4; purified mABHD4, FP-Rh probe fluorescence polarization; inhibition, % at 8.92 µM; actives 0.54% (n = 370,000); Q8VD66;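 active = inhibition exceeding the mean over every tested compound plus 3 SD, cut at about 30% in these data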;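 also: 0% = plate median of compound wells and 100% = S159A mutant with DMSO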
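System: mouse ABHD4 enzyme, wild type / Medium: HEPES pH 7.0, NaCl, Pluronic buffer / Reagent: FP-Rh activity-based fluorescent probe / Control set: S159A mutant high control, sample median low control / Detection: fluorescence polarization with parallel and perpendicular emission, 525/598 nm / Schedule: 45 min + 60 min at 25 °C / Compound dosing: 8.92 µM, single dose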
HTRA1 inhibitor: inhibitors of human serine peptidase HTRA1; recombinant HTRA1, FP-rhodamine activity-based probe, fluorescence polarization; inhibition, % at 5.96 µM; actives 0.5% (n = 340,000); AID 504803; in the data active = inhibition above about 36%;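 also: 0% = enzyme with DMSO and 100% = wells lacking enzyme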
Target sequence (Q92743 whole entry, looked up): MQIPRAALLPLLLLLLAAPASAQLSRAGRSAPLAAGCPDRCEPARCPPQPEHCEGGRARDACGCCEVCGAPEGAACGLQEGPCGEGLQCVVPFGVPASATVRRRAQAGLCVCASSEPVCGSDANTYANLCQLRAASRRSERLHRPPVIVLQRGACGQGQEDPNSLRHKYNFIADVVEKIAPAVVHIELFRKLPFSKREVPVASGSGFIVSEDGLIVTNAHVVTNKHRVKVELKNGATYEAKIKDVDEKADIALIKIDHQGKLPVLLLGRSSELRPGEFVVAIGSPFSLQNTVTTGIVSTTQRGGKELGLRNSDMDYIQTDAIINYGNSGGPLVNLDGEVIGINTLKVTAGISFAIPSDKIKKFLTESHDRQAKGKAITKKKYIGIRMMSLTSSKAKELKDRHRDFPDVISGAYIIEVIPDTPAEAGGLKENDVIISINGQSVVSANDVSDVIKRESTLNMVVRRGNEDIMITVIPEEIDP
Tn7 DDE FP: disrupts Tn7 cyclic peptide binding to fibrin D-Dimer-E complex. P02675. FP displacement of FITC-Tn7 peptide from fibrin DD(E); 0% = median of compound wells per plate. inhibition, % at 8.3 µM. actives 0.13% (n = 370,000);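 active = inhibition above the mean of compounds falling within the control limits plus 3 SD of them, cut at about 14% in these data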;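 also: 0% = plate median of compound wells and 100% = 10 µM Aha-Tn7 peptide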
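Assay system: Human clot-derived fibrin DD(E) complex | Buffer or medium: Tris/NaCl/CaCl2 buffer, pH 7.8 | Repeats: One replicate per compound | Benchmarks: Aha-Tn7 high control | Measure: % inhibition scaled between sample-field median and high-control FP | Schedule: 10 min plus 3 h, room temperature | Signal: Fluorescence polarization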
TDP2 inh: blocks human TDP2 phosphodiesterase activity | O95551 | recombinant TDP2, T5PNP hydrolysis, p-nitrophenol absorbance 415 nm | inhibition, % at 12.8 µM | actives 0.34% (n = 370,000) | AID 720702;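 active = inhibition above the mean of all tested compounds plus 3 SD, set per campaign, cut at about 25% in these data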;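 also: 0% = DMSO with enzyme and 100% = buffer with substrate but no TDP2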
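System: recombinant human TDP2 / Amount: 120 nM TDP2 per well / Also added: 5 mM T5PNP chromogenic substrate / Doses: 12.8 µM single point, 1% DMSO / Incubation: 2 h at 37 °C / Detection: p-Nitrophenol epi absorbance / Evaluation: % inhibition relative to enzyme-containing and enzyme-free wells / Repeats: singlicate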
PRMT1 inh: blocks human protein arginine methyltransferase 1; Q99873; recombinant PRMT1, activity-based probe fluorescence polarization; inhibition, % at 2.79 µM; actives 1.3% (n = 370,000);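 active = inhibition above about 21% made by adding two undisclosed values, limit read from the data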
Target sequence (Q99873 whole entry, looked up): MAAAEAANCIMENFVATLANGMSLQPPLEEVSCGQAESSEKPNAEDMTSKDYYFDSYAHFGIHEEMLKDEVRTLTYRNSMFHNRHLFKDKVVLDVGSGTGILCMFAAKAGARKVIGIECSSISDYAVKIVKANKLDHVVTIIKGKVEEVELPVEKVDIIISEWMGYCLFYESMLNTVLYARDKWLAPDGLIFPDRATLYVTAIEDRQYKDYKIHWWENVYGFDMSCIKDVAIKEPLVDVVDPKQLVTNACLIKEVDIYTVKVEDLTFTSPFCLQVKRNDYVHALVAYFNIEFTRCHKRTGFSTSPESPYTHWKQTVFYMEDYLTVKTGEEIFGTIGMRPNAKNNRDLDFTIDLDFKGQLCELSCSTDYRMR
LEDGF integ inh: blocks HIV-1 LEDGF/p75-dependent DNA integration; TR-FRET IN-LEDGF/p75 DNA integration, Eu/Cy5; inhibition, % at 3.7 µM; actives 0.64% (n = 370,000); AID 743269;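 active = inhibition above the screen-wide mean plus 3 SD, cut at about 13% in these data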;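 also: signal is the Cy5 over europium emission ratio at 671 and 618 nm; 0% = plate median of compound wells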
SIAE inh: inhibitors of human sialic acid acetylesterase SIAE; Q9HAT2; SIAE FP-Rh probe binding, fluorescence polarization; inhibition, % at 9.66 µM; actives 0.69% (n = 370,000); AID 1053197;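 active = inhibition above a cutoff: mean of compounds within the control limits plus 3 SD of those, cut at about 17% in these data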;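 also: 0% = plate median of compound wells and 100% = probe without SIAE protein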
* = called active by the depositor; / = no result given.

1) COc1ccc(C(=O)O)cc1S(=O)(=O)NCc1cccnc1
2) COCCn1c(C)cc2c(c1=O)C(c1ccco1)C(C#N)=C(N)O2 (centres undefined)
3) Cc1cc(C)c(S(=O)(=O)N2CCCC2=O)c(C)c1N(C)S(C)(=O)=O
4) O=C(Nc1ccon1)Nc1ccc(F)cc1F
5) CC1(c2nnnn2-c2ccc3c(c2)OCCO3)CCC(=O)N1CCc1ccc(O)cc1 (centres undefined)
6) CCOC(=O)N1CCN(C(=O)CCC2CCCC2)CC1
7) S=C(NCCNC(=S)Nc1ccccc1)Nc1ccccc1
8) O=C(COC(=O)Cn1nnc2ccccc21)NC1CCCC1
9) Cc1ccc(NC(=O)c2cccc(Cl)c2)nc1
10) C[C@@H]1C=C(C(=O)NCc2nc3ccccc3[nH]2)O[C@H](OCCCCO)C1
assay / entry | 1 | 2 | 3 | 4 | 5 | 6 | 7 | 8 | 9 | 10
UHRF1 MBD2 ctr | -1 | 1 | 1 | 1 | 0 | -1 | -3 | 3 | 1 | -1
TCR-CD3 inh | 1 | -2 | 4 | 9 | -9 | 1 | -5 | 1 | -5 | -3
PG9 Ab binder | -0.4 | -0.1 | -0.5 | -0.7 | -1.2 | -1.2 | 3.5 | -3.1 | -1.8 | -1.8
mABHD4 FP | 0 | 4 | 5 | 9 | 6 | 0 | -3 | 5 | 1 | 9
HTRA1 inhibitor | 8 | -1 | 1 | -6 | / | 6 | 2 | 10 | -8 | 5
Tn7 DDE FP | 11 | 6 | 2 | 5 | -2 | -5 | 3 | -9 | 3 | -4
TDP2 inh | -8 | 4 | -1 | -3 | 10 | 10 | -3 | -8 | 14 | -6
PRMT1 inh | -3 | 2 | 4 | -2 | 0 | 1 | 0 | 0 | 0 | 47*
LEDGF integ inh | -2 | -2 | -3 | -1 | -3 | 4 | -3 | -1 | -2 | -1
SIAE inh | -15 | -5 | -1 | 9 | 1 | -1 | 7 | -1 | 7 | 5

11) COc1ccc(-c2nc3cc(C)c(Br)c(C)n3c2Cc2cccc(F)c2)cc1OC
12) COc1ccc(NC(=O)c2cccc(N3C(=O)C4CCC(C)CC4C3=O)c2)c(OC)c1 (centres undefined)
13) N#C/C(=C\c1cn(Cc2ccc(C#N)cc2)c2ccccc12)C(=O)NCc1cccs1
14) COc1ccc(-c2[nH]ncc2CN(C)CCN2CCOCC2)cc1F
15) CC(OC(=O)C1CC(O)CN1S(=O)(=O)c1ccccc1[N+](=O)[O-])C(=O)N1CCCCC1 (centres undefined)
16) Cc1cccn2c(CNCCCn3ncc4ccccc43)c(C(=O)N3CCCCC3)nc12
17) Cc1nc(N)sc1-c1csc(Nc2cccc(O)c2)n1
18) CCCCC(=O)NC(c1ccc(OC)cc1)c1ccc2cccnc2c1O (centres undefined)
19) Cc1cc(C)n(CCSCC(=O)O)n1
20) c1ccc(Oc2cc(-c3ccccc3)ncn2)cc1
assay / entry | 11 | 12 | 13 | 14 | 15 | 16 | 17 | 18 | 19 | 20
UHRF1 MBD2 ctr | -1 | 2 | 2 | 22* | 3 | 2 | -5 | -4 | 1 | 2
TCR-CD3 inh | 7 | 12 | 5 | -4 | 4 | -6 | 5 | 5 | 2 | 0
PG9 Ab binder | -0.3 | 0.3 | 1.1 | -1.4 | -1.3 | -1.8 | -2.9 | 0.3 | 0.3 | -0.2
mABHD4 FP | -8 | -2 | 2 | 6 | 3 | 6 | 21 | 4 | 5 | -5
HTRA1 inhibitor | / | -1 | 3 | 2 | 6 | -3 | 16 | 18 | 4 | 2
Tn7 DDE FP | -9 | 2 | -5 | -4 | 3 | -4 | 0 | 9 | -3 | -3
TDP2 inh | 4 | 2 | -2 | -13 | 4 | 1 | -9 | -14 | 13 | -7
PRMT1 inh | -6 | -4 | -1 | 0 | 0 | 7 | 25* | -1 | 4 | 0
LEDGF integ inh | 1 | 4 | 5 | 2 | 2 | 1 | 7 | -5 | 1 | -6
SIAE inh | -4 | 8 | -12 | 12 | 7 | 0 | 17* | 8 | -7 | -8

Seven compounds from above, arranged by molar mass, lowest first.
19) Cc1cc(C)n(CCSCC(=O)O)n1
17) Cc1nc(N)sc1-c1csc(Nc2cccc(O)c2)n1
14) COc1ccc(-c2[nH]ncc2CN(C)CCN2CCOCC2)cc1F
18) CCCCC(=O)NC(c1ccc(OC)cc1)c1ccc2cccnc2c1O (centres undefined)
12) COc1ccc(NC(=O)c2cccc(N3C(=O)C4CCC(C)CC4C3=O)c2)c(OC)c1 (centres undefined)
16) Cc1cccn2c(CNCCCn3ncc4ccccc43)c(C(=O)N3CCCCC3)nc12
15) CC(OC(=O)C1CC(O)CN1S(=O)(=O)c1ccccc1[N+](=O)[O-])C(=O)N1CCCCC1 (centres undefined)
assay / entry | 19 | 17 | 14 | 18 | 12 | 16 | 15
UHRF1 MBD2 ctr | 1 | -5 | 22* | -4 | 2 | 2 | 3
TCR-CD3 inh | 2 | 5 | -4 | 5 | 12 | -6 | 4
PG9 Ab binder | 0.3 | -2.9 | -1.4 | 0.3 | 0.3 | -1.8 | -1.3
mABHD4 FP | 5 | 21 | 6 | 4 | -2 | 6 | 3
HTRA1 inhibitor | 4 | 16 | 2 | 18 | -1 | -3 | 6
Tn7 DDE FP | -3 | 0 | -4 | 9 | 2 | -4 | 3
TDP2 inh | 13 | -9 | -13 | -14 | 2 | 1 | 4
PRMT1 inh | 4 | 25* | 0 | -1 | -4 | 7 | 0
LEDGF integ inh | 1 | 7 | 2 | -5 | 4 | 1 | 2
SIAE inh | -7 | 17* | 12 | 8 | 8 | 0 | 7

Copied from the list.
CC(OC(=O)C1CC(O)CN1S(=O)(=O)c1ccccc1[N+](=O)[O-])C(=O)N1CCCCC1 (centres undefined) in TCR-CD3 inh is listed with 4
COc1ccc(-c2nc3cc(C)c(Br)c(C)n3c2Cc2cccc(F)c2)cc1OC in TDP2 inh is listed with 4

Later entries
21) O=c1cc(NCc2ccccc2)nc2n1CCCS2
22) CC(C)c1ccccc1NC(=S)NC1CCCCC1
23) CC1=C(C(=O)Nc2ccc(C)cc2C)C(c2ccc(C)o2)NC(=S)N1 (centres undefined)
24) CCOC(=O)c1cc2sc(C)cc2n1CC(=O)N1CCN(C(=O)c2ccco2)CC1
25) Cc1ccc(S(=O)(=O)N2CCC3CC2c2cc(Cl)ccc23)cc1 (centres undefined)
26) CC(=O)O/C(=C\c1cn(C(C)=O)c2ccccc12)C(=O)O
27) Cc1ccc(NC(=O)Cn2nc(-c3ccccc3)nc2-c2ccccc2)c(C)c1
28) CC(C)C(NC(=O)c1ccco1)C(=O)NC1CCCCCC1 (centres undefined)
29) Cc1ccc(S(=O)(=O)N2CCOCC2)cc1C(=O)OCC(=O)NCc1ccccc1
30) CCN1C(=O)/C(=C2/C(=O)N3c4c(cc(OC(C)=O)cc42)C(C)=CC3(C)C)SC1=S
assay / entry | 21 | 22 | 23 | 24 | 25 | 26 | 27 | 28 | 29 | 30
UHRF1 MBD2 ctr | 1 | -1 | -3 | 4 | 1 | -1 | 1 | -2 | 2 | 0
TCR-CD3 inh | 4 | 1 | -1 | -8 | -4 | 5 | 0 | 1 | 0 | -5
PG9 Ab binder | 1.5 | -2.1 | -1.8 | -1.2 | -1.2 | -1.6 | 0.5 | -1.7 | 1.9 | 0.2
mABHD4 FP | 4 | 0 | -1 | 3 | 6 | 0 | -2 | -2 | -4 | 12
HTRA1 inhibitor | -6 | -3 | -3 | -3 | 1 | 2 | -4 | 1 | 1 | 0
Tn7 DDE FP | -4 | 2 | -5 | -3 | 0 | -2 | 2 | -1 | -13 | 5
TDP2 inh | 4 | -12 | 2 | -8 | -5 | 12 | 2 | 10 | -5 | -9
PRMT1 inh | 3 | 2 | 5 | 4 | -1 | -2 | -2 | -2 | 0 | 2
LEDGF integ inh | 2 | -1 | 1 | 5 | -2 | -1 | 1 | 3 | 2 | 2
SIAE inh | -4 | 1 | 12 | 0 | 3 | 2 | 3 | -5 | 4 | 17*

31) O=C(NCCc1ccccc1F)c1[nH]c(C(F)(F)F)nc1-c1ccccc1
32) CCN(CC)C(=O)CSc1nnc2nnc3cc(OC)ccc3n12
33) Cc1ccc(S(=O)(=O)NCCSc2nnnn2C)cc1
34) Cc1cc(NC(=O)COC(=O)c2cccc(S(=O)(=O)N(C)C3CCCCC3)c2)no1
35) c1ccc(-c2nc(N3CCOCC3)c3ccccc3n2)nc1
36) CC(C)(C)CC(=O)NCCCN1CCOCC1
37) CNS(=O)(=O)c1cn(CC(=O)NCc2ccccc2OC)cc1S(=O)(=O)NC
38) CSc1nnc(C)c(=O)n1COC(=O)c1ccc([N+](=O)[O-])cc1
39) CCOc1ccc(-n2ccn(CC(=O)NCCc3ccccc3)c(=O)c2=O)cc1
40) COCCn1c(=S)[nH]c2ncccc2c1=O
assay / entry | 31 | 32 | 33 | 34 | 35 | 36 | 37 | 38 | 39 | 40
UHRF1 MBD2 ctr | -2 | -7 | -1 | 2 | 5 | -2 | 1 | 1 | 0 | -2
TCR-CD3 inh | 7 | -10 | 2 | 1 | -14 | 0 | -8 | 5 | -2 | 6
PG9 Ab binder | -1.6 | -1.0 | 0.5 | 0.8 | 0.6 | -0.9 | -0.9 | 1.7 | 0.3 | 0.7
mABHD4 FP | -12 | 7 | -3 | -7 | -2 | -1 | 3 | 2 | -1 | 3
HTRA1 inhibitor | / | / | 3 | -17 | 7 | 7 | 0 | 8 | -5 | 1
Tn7 DDE FP | -2 | 0 | 12 | 5 | -7 | 0 | -6 | 1 | -1 | -5
TDP2 inh | -5 | -11 | 2 | -1 | -12 | 10 | -10 | 5 | 9 | 12
PRMT1 inh | -3 | 29* | 1 | 5 | 5 | 0 | 5 | 4 | 0 | -3
LEDGF integ inh | 3 | 2 | -1 | 5 | -18 | -4 | -3 | -2 | 1 | -1
SIAE inh | -6 | 6 | 1 | 2 | -1 | 2 | -10 | -3 | 15 | -1

Compound activity from PubChem.
